# Screens (PubChem BioAssay)
# KLK5 inh: blocks human kallikrein 5 protease activity. Q9Y337. recombinant hK5, fluorogenic AMC substrate cleavage. inhibition, % at 5 µM. hit rate 0.59% among 210,000. AID 873;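 active = inhibition of 40% or more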;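 also: 0% = enzyme controls without compound and 100% = no-enzyme blanks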
# FXIa inh 1536: inhibitors of human coagulation factor XIa | P03951 | hit rate 0.14% among 220,000 | purified FXIa, Boc-Glu-Ala-Arg-AMC fluorogenic substrate | AID 798 | inhibition, % at 5 µM;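 active = inhibition of at least 40%; inactive = inhibition below 40%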;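 also: fluorescence of freed AMC excited at 355 nm; 0% = enzyme without compound and 100% = no enzyme blank; many of its hits are not listed in these tables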
# thrombin 1536: blocks human thrombin protease activity. P00734. alpha-thrombin, Boc-VPR-AMC fluorogenic substrate cleavage. inhibition, % at 5 µM. hit rate 0.26% among 220,000;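 active = inhibition at or above 40%; inactive = inhibition below 40%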;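 also: 0% = enzyme with no compound and 100% = wells without enzyme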
#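 Test system: human alpha-thrombin protein / Dosing: one concentration per compound, 5 µM, with 0.2% DMSO / Medium: pH 7.5 Tris-saline with Tween 20 / Benchmarks: no-compound enzyme wells and no-enzyme blanks / Read-out basis: percent inhibition of thrombin substrate cleavage / Timing: reaction at room temperature / Measured by: fluorescence, ex 355 nm, em 460 nm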
# Wee1 stabilizer: blocks degradation of human Wee1 kinase. hit rate 1.2% among 220,000. P30291. HeLa Luc-Wee1K328M stability, luciferase luminescence; 100% = proteasome inhibitor MG132 effect. reporter increase, % at 5 µM;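 active = activation above the mean of all tested compounds plus 3 SD, set per screening run, cut at about 8.8% in these data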;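 also: cells exposed to compound for 20 h before luminescence read; 0% = DMSO alone and 100% = MG132 at 30 µM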
# PERK inhibitor: blocks human PERK kinase. Q9NZJ5. CHO PERK-DD fusion, SEAP luminescence translation reporter. inhibition, % at 5.6 µM. hit rate 0.17% among 220,000;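 active = inhibition above the mean inhibition of all tested compounds plus 3 SD, set separately per screening campaign, cut at about 2.9% in these data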;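 also: PERK kinase domain activated by AP20187 dimerizer at 100 nM; 0% = DMSO with dimerizer and 100% = rapamycin at 8.4 µM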
# FXIIa inh: factor XIIa (human) inhibition; P00748; purified FXIIa, Boc-QGR-AMC fluorogenic substrate, 2 h; inhibition, % at 5 µM; hit rate 0.3% among 220,000; AID 800; in the data active = inhibition above about 40%;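 also: 0% = enzyme with no compound and 100% = blank without enzyme; many of its hits are not listed in these tables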
# KCC2 mod: modulates chloride dependent transport by human KCC2; B-score of Tl+ flux slope (higher = more flux/activation; lower = inhibition) at 10 µM; KCC2 cells, thallium flux FluoZin-2 fluorescence; hit rate 2.2% among 190,000; AID 1456;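 active = thallium flux slope and its plate-corrected score both differing from the plate sample mean at a set confidence after two filtering rounds, in either direction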;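 also: slope of fluorescence scaled to starting intensity during 10 to 20 s after thallium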
# Target sequence (Q9H2X9 whole entry, looked up): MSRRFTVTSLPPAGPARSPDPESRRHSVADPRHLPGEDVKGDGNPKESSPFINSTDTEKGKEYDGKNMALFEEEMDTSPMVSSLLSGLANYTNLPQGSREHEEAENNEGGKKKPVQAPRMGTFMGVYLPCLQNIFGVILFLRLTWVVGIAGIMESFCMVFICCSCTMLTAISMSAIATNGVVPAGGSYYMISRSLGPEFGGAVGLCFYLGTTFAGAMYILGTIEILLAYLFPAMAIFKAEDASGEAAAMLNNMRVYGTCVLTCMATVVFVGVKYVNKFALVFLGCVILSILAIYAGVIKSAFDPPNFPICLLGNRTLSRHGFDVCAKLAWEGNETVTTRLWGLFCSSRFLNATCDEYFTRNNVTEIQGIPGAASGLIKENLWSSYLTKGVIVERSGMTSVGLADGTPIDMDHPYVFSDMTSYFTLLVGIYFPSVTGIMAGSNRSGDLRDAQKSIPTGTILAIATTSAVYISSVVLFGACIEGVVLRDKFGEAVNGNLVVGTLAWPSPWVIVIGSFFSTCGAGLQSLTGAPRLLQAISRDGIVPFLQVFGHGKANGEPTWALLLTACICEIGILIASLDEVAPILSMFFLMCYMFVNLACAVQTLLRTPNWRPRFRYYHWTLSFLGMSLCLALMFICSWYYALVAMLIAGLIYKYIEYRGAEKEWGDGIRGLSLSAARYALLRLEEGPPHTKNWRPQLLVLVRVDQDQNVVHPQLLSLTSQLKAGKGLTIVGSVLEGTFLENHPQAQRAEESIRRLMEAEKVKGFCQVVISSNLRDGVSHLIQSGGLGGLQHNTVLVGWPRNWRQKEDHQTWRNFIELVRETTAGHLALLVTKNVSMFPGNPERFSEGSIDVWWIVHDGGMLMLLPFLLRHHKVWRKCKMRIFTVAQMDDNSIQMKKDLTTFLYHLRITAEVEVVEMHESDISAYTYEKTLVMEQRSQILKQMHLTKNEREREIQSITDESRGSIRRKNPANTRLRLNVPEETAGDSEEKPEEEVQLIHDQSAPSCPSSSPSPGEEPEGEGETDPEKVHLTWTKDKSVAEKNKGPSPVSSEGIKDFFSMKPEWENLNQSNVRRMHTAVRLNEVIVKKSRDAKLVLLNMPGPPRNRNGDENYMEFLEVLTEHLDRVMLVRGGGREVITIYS
# p97 inhibitor: inhibitors of human p97 ATPase; recombinant p97 ATPase, Kinase-Glo ATP luminescence, 3 h; inhibition, % at 8 µM; hit rate 0.42% among 220,000; AID 1481; in the data active = inhibition above about 15%;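 also: 0% = DMSO vehicle and 100% = wells lacking enzyme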
# Furin inh: inhibitors of human furin | P09958 | purified furin, fluorogenic substrate cleavage | hit rate 0.061% among 220,000 | inhibition, % at 30 µM; in the data active = inhibition above about 25%; also: inactives centre near -15
# Starred values were filed as active, the others as inactive; · = not tested or not shown; [ ] = dose if it differs, or a comment.
FXIIa inh	PERK inhibitor	FXIa inh 1536	p97 inhibitor	KCC2 mod	Wee1 stabilizer	Furin inh	KLK5 inh	thrombin 1536	smiles
3	1.3	1	-2	0.69	-3	-12	-13	2	O=C(Cc1cccc2ccccc12)Nc1cccnc1
1	1.5	-7	1	-0.043	-1	3[20 µM]	-4	-7	CCn1ccc2cc(OC)ccc2c1=S
5	1.5	-3	11	-0.62	1	-21	-1	-16	O=c1cc(-c2ccc(O)cc2)oc2ccc(O)cc12
14	0.3	10	1	0.42	-1	-9	-16	0	CCN(CC)S(=O)(=O)c1ccc(N2CCCC2)c(NS(=O)(=O)c2ccc(F)cc2)c1
-2	0.0	-18	-6	0.0061	-1	-10	-4	-3	Nc1cc(=O)nc(SCC(=O)NC2CCCCC2)n1-c1ccccc1
2	0.8	0	1	-0.21	-1	-19	-4	-2	Cc1ccc(NC(=O)COC(=O)c2ccccc2-c2nc3ccccc3s2)c(C)c1
12	1.4	1	-36	-1.4	6	-25	·	0	O=C(Nc1ccccc1)Nc1ccc(C(=O)N2CCCC2)cc1
9	0.4	4	0	-3.9*	-1	-17[20 µM]	4	8	COC(=O)c1cc(OC)c(OC)cc1NC(=S)N1CCCCC1
3	0.9	4	3	-2.1	-1	-5	-6	-7	O=C(O)C(Cc1ccccc1)N1C(=O)/C(=C/c2ccccc2)SC1=S (stereo not drawn)
3	0.9	-1	3	0.84	1	-23	0	-9	COc1ccc(NS(=O)(=O)c2cn(C)c(=O)n(C)c2=O)c(OC)c1
1	·	-5	·	-1.6	·	-29	0	-3	O=C(Nc1ccc(O)c2c(=O)cc(-c3cccc(Cl)c3)oc12)c1ccccc1Cl
4	1.3	-6	2	0.46	-1	-18[20 µM]	-9	-2	CCOC(=O)Cc1csc(NC(=O)CSc2nncn2C)n1
9	0.7	7	6	1.1	-1	-16	-10	1	Cc1cc(C)n2cc(COc3ccccc3)nc2n1
10	-0.7	6	6	-1.2	3	-21	-10	2	COc1ccc(-c2nc(SCC(=O)Nc3nccs3)c(-c3ccc(Cl)cc3)[nH]2)cc1
3	0.2	-7	-3	0.38	0	-18	-65	-5	Cc1ccccc1C(=O)NNC(=S)NC(=O)c1cccnc1
8	0.4	2	1	-0.17	1	-40	-37	-2	COc1ccc(CNc2oc(-c3ccccc3)nc2C#N)cc1
7	0.3	-5	-1	0.7	-2	-17	-11	-11	O=C(COC(=O)c1cc(=O)c2ccccc2o1)NC1CCCC1
1	0.4	-18	7	-0.32	-3	-9	18	-9	Cc1cc(C(F)(F)F)nc2c(Cl)c(C(C)(C)C)nn12
-10	0.5	-10	2	-0.62	0	-12	-12	-10	O=C(COc1cccc(Br)c1)N/N=C1\CCSC1
6	0.8	3	16*	0.68	-1	-13	·	0	Cc1c(C(=O)OCC(=O)Nc2ccc(S(N)(=O)=O)cc2)oc2c1ccc1ccccc12
4	-0.3	-2	-3	-0.4	-4	-12	-8	-3	COc1cc(/C=N/N2C(=O)CSC2=S)cc(Br)c1O
8	0.1	-4	11	-1.8	-1	-16	-1	-6	COc1ccc(CCCc2n[nH]c(=S)o2)cc1
11	1.2	2	-2	-0.27	7	-5	0	2	CC(C)n1c(=S)[nH]c2c1c(=O)[nH]c(=O)n2C
0	0.3	-9	-3	-0.68	2	6[20 µM]	10	-2	COc1ccc2c(c1)OC1=C(C(=O)CCC1)C2C1=C(O)CCCC1=O (stereo not drawn)
16	0.9	2	-6	0.035	-2	-19[20 µM]	-12	3	Cc1ccc(-c2nc3ccccc3n3nnnc23)cc1
8	1.1	1	4	0.84	4	-19	-8	-3	CC(=O)Nc1cccc2ncccc12
·	-0.4	·	-6	0.14	-1	-2[20 µM]	·	·	CCc1nc(-n2[nH]c(=O)c3ccccc3c2=O)c2c3c(sc2n1)CCCC3
·	-1.5	·	-7	-0.47	3	-10[20 µM]	·	·	COc1ccccc1N1CCN(CCN2C(=O)CC(=C3c4ccccc4-c4ccccc43)C2=O)CC1
2	1.4	-2	8	0.72	4	-31	3	-14	COc1ccc(C(=O)ON=C2CCN(C)CC2)cc1
12	-0.5	1	2	0.81	1	-14[20 µM]	-6	1	COc1ccc(CC(=O)NCC2(c3ccc(OC)c(OC)c3)CCOCC2)cc1
14	1.0	4	-3	-1.2	6	-24	-22	-1	O=C(CSc1ccc2nnc(-c3ccccn3)n2n1)N1CCN(c2ccccc2)CC1
10	0.3	8	3	-0.84	1	-15	4	-6	COC(=O)c1c(N)sc(Cc2ccccc2)c1C
12	-1.1	-1	2	-0.064	0	-6	-12	3	CCN1CCN(CCCNC(=O)c2csc3c2CCCCC3)CC1
9	-1.0	-6	-1	-4.6*	-2	-4	4	-3	CCCC(=O)N1CCN(c2ccc([N+](=O)[O-])c(NC(C)c3ccccc3)c2)CC1 (stereo not drawn)
4	-0.3	-2	4	-0.42	-4	-18	-17	2	COc1ccccc1C(=O)NCC(=O)NNc1ncnc(N)c1[N+](=O)[O-]
-4	0.8	-3	1	-0.61	2	-35	-18	2	Clc1ncc(Cn2cccn2)s1
-8	0.0	-2	3	-0.55	-1	1	-7	-8	CCOC(=O)C1=c2s/c(=C\c3ccncc3)c(=O)n2C(N)=C(C(=O)OC)C1c1ccncc1 (stereo not drawn)
13	0.6	0	9	·	2	-1[20 µM]	-21	-12	COCCOc1cc(NC(=O)c2sccc2Oc2ccc([N+](=O)[O-])cc2F)c(Cl)cc1Cl
2	-0.4	-1	-3	-0.44	-2	-14	-8	-3	Cc1ccc(S(=O)(=O)N2CCC(=O)N(CCOCc3ccc(C(F)(F)F)cc3)CC2)cc1
-3	1.7	0	1	0.65	-1	-29	-21	-2	CCCCNC(=O)C1CCN(c2nc(C)cc(C)n2)CC1
14	0.4	8	-1	1.3	0	-13[20 µM]	-10	1	COc1ccccc1C(=O)NCc1ccccc1
5	0.4	-1	1	0.5	-2	-16	-2	-5	Cc1ccc(S(=O)(=O)NNC(=S)Nc2cccc(F)c2)cc1
7	0.2	-1	10	-0.67	-3	-32	8	-13	COc1ccccc1NC(=O)COC(=O)c1ccc([N+](=O)[O-])s1
14	0.6	4	6	9.6*	-2	-9	-21	-4	Cc1ccccc1Cn1c(O)c(N=NC(=S)Nc2ccccc2F)c2ccccc21
4	0.7	-5	3	0.0054	-3	-35	-9	-8	COC(=O)[C@H](CCSC)NC(=O)Nc1ccc(C(C)=O)cc1
-3	-1.1	2	-11	-0.73	1	0[20 µM]	-9	5	CCOc1ccc2nc(SCC(=O)N3CCCCCC3)c(C#N)cc2c1
28	0.3	10	-1	1.2	1	2	·	2	C=CCSc1nc(C)c(CCC(C)C)c(=O)[nH]1
5	0.3	-5	2	-0.22	4	-9	-2	-11	CC(C)n1c(O)c(N=NC(=O)c2ccccc2NS(=O)(=O)c2cccs2)c2ccccc21
2	-0.6	-1	-1	1	-2	-12[20 µM]	-4	-2	CCn1c(=N)n(CC(=O)c2ccc(OC)c(OC)c2)c2ccccc21
8	-0.6	-5	0	·	0	-14	7	-6	Cc1ccc(-c2nc(CSCC(=O)NCc3cccnc3)c(C)o2)cc1
4	-0.6	-6	4	·	-2	-22	-5	-2	COc1ccc(CC(=O)Nc2c3c(nn2-c2cccc(C)c2C)CS(=O)(=O)C3)cc1
2	0.5	-5	-1	-0.56	-2	-21	-5	-6	CCOC(=O)c1ccc(S(=O)(=O)Nc2nc3cc(S(=O)(=O)NC4=NCCCCC4)ccc3s2)cc1
-6	0.4	-8	1	0.069	4	10	-1	-13	COc1ccc(C2CC(c3ccc(Cl)cc3)=NN2C(=O)c2cccc([N+](=O)[O-])c2)cc1 (stereo not drawn)
31	-0.3	8	5	-0.4	0	-8	41*	20	CC(=O)Nc1ccc(C(=O)Nc2ccc3c(c2)OCO3)cc1
7	0.2	4	3	0.46	4	-3	-12	-3	N=c1n(CC(=O)c2ccc([N+](=O)[O-])cc2)c2ccccc2n1Cc1ccccc1Cl
8	0.1	5	1	0.096	0	-16	4	3	CCOC(=O)c1oc2cc(O)ccc2c(=O)c1-c1ccccc1OC
10	0.0	6	-3	0.85	-2	-6[20 µM]	5	-1	CN1c2ccccc2N(C)C1c1c(O)ccc2ccccc12
4	-0.2	-3	0	-0.2	-3	-27	-2	-4	Cn1c(=O)[nH]c(=O)c2c1nc1n2CCCN1Cc1ccccc1
22	1.1	2	0	1.1	5	-24[20 µM]	-1	3	O=C(Nc1nnc(COc2ccc(F)cc2)s1)c1cccs1
17	0.2	3	-6	-0.034	-2	-6[20 µM]	-1	-1	Cc1cc(NC(=O)CCc2ccc(C)o2)no1

# Next section
FXIIa inh	PERK inhibitor	FXIa inh 1536	p97 inhibitor	KCC2 mod	Wee1 stabilizer	Furin inh	KLK5 inh	thrombin 1536	smiles
7	1.3	1	11	·	-1	-2	-1	-5	CN(C)/C=C/C(=O)c1cccc([N+](=O)[O-])c1
7	0.3	2	2	·	0	-21	-3	0	COCC(C)NC(=O)c1cc(-c2cccc(OC)c2)on1 (stereo not drawn)
8	0.3	-3	3	0.33	0	-15	·	-4	Nc1ccc(N2CCCCC2)c(Cl)c1
1	0.7	-5	0	0.35	2	-22	-4	-8	O=C(O)c1ccccc1C(=O)NCCc1c(C(=O)O)[nH]c2ccc(F)cc12
14	-0.2	-2	-3	0.8	9	-1	-4	1	O=C(NCCCN1CCCC1=O)c1nnc(Cc2c(F)cccc2Cl)o1
-4	0.6	-7	5	0.33	0	-34	-21	1	O=C(NCCCN1CCOCC1)C(C(=O)NCCCN1CCOCC1)c1ncc(C(F)(F)F)cc1Cl
4	-0.6	-3	0	-1.3	-2	-12	-1	-12	Cc1ccc(S(=O)(=O)C2(S(=O)(=O)c3ccc(C)cc3)CC2)cc1
-1	-0.5	-6	2	·	0	-17	2	-4	O=C(c1ccco1)N1CCN(C(c2cccs2)c2nnnn2C2CCCCC2)CC1 (stereo not drawn)
0	2.5	-5	3	0.063	1	-27	-12	-1	COc1ccc(C2CC2C(=O)c2ccccn2)cc1 (stereo not drawn)
-1	0.8	-3	-5	0.066	-2	-17[20 µM]	0	-4	COc1ccc(C2NC(=O)NC(O)(C(F)(F)F)C2C(=O)c2ccc(F)cc2)cc1 (stereo not drawn)
15	0.7	0	2	·	2	-12[20 µM]	-10	1	Nc1ccc(Oc2ccc3nc(-c4ccccc4)c(-c4ccccc4)nc3c2)cc1
4	2.9*	-3	-3	·	3	-10	-3	-2	CCOC(=O)C1=C(Nc2ccc(OC)cc2)OCC1=O
10	-0.2	6	0	·	-1	-6[20 µM]	-3	-2	COc1cc(Cl)cc2c1Sc1ccccc1/C2=C/CCN(C)C
5	0.3	-3	-7	0.28	3	-15	-7	-9	COc1ccc(/C=N/NC(=O)c2ccc3nc[nH]c3c2)cc1OC
0	0.7	-7	-3	-0.38	-1	-23[20 µM]	-2	-3	CCCCCCOc1ccc(OC(=O)c2cccnc2)cc1

# Whole records from above.
# `COCC(C)NC(=O)c1cc(-c2cccc(OC)c2)on1` (stereo not drawn) is listed as FXIIa inh = 7; PERK inhibitor = 0.3; FXIa inh 1536 = 2; p97 inhibitor = 2; KCC2 mod = ·; Wee1 stabilizer = 0; Furin inh = -21; KLK5 inh = -3; thrombin 1536 = 0
# `O=C(c1ccco1)N1CCN(C(c2cccs2)c2nnnn2C2CCCCC2)CC1` (stereo not drawn) is listed as FXIIa inh = -1; PERK inhibitor = -0.5; FXIa inh 1536 = -6; p97 inhibitor = 2; KCC2 mod = ·; Wee1 stabilizer = 0; Furin inh = -17; KLK5 inh = 2; thrombin 1536 = -4
